Apaf1 inhib – blocks human Apaf-1 apoptosome activity; AID 489030; O14727; reconstituted apoptosome caspase-3 activity, DEVD-Rh110 fluorescence; 0.71% of 330,000 active; inhibition, % at 20 µM; active means inhibition of at least 40% at 20 µM;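 further: plate controls were DMSO wells for no effect and DEVD-CHO caspase inhibitor wells for full effect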
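System: reconstituted apoptosome with Apaf-1, cytochrome c, caspase-9, procaspase-3, dATP; Signal: Rh110 fluorescence intensity; Schedule: 30 min compound preincubation, 50 min activation, room temperature; Reagent: cytochrome c trigger plus (Z-DEVD)2-Rh110 caspase-3 substrate.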
SENP7 inh – SENP7 protease inhibition; AID 434973; inhibition, % at 5 µM; Q9BQF6; recombinant SENP7, Z-RLRGG-aminoluciferin luminescence, 40 min; 1.5% of 330,000 active;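 active means inhibition above about 50% at the single test dose, limit read from the data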;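 further: plate controls were DMSO with enzyme for no effect and no enzyme buffer wells for full effect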
Target sequence (Q9BQF6 706-1050 limits assumed): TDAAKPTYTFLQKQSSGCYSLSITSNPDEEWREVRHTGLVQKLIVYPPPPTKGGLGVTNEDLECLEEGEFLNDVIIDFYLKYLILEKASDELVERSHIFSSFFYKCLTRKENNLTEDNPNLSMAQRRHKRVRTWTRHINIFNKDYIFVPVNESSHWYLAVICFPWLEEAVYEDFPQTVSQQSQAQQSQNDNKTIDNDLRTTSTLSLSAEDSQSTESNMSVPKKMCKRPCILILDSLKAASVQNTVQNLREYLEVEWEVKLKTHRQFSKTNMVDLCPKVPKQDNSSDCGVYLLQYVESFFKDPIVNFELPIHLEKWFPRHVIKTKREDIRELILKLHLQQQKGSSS
Gli-Sufu block – blocks Gli-Sufu signaling in a luciferase reporter; Sufu-KO-LIGHT fibroblasts, Gli luciferase reporter luminescence; inhibition, % at 5 µM; 0.74% of 340,000 active; AID 588413;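 active means inhibition above about 55%, limit read from the data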;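 further: 0% = DMSO-treated cells and 100% = wells with medium but no cells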
HKDC1 inh – HKDC1 (human) hexokinase inhibition; AID 493160; Q2TB90; inhibition, % at 20 µM; recombinant HKDC1, G6PDH/diaphorase resazurin coupled fluorescence; 0.16% of 340,000 active;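 active means inhibition above about 35% when tested at 20 µM, limit read from the data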;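 further: plate controls were DMSO wells with enzyme for no effect and DMSO wells lacking enzyme for full effect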
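Material: recombinant HKDC1 hexokinase; Amount: HKDC1 at 5 µg/mL; Medium: Tris pH 8.0 buffer with MgCl2, Tween-20, BSA, BME; Schedule: 90 min reaction incubation at room temperature, dark; Technique: coupled resazurin fluorescence, excitation 525 nm, emission 613 nm.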
SENP8 inh – blocks the human protease SENP8 | Q96LD8 | purified SENP8, Z-RLRGG-aminoluciferin cleavage, luminescence | inhibition, % at 10 µM | 1.2% of 330,000 active | AID 2540
Target sequence (Q96LD8 whole entry, looked up): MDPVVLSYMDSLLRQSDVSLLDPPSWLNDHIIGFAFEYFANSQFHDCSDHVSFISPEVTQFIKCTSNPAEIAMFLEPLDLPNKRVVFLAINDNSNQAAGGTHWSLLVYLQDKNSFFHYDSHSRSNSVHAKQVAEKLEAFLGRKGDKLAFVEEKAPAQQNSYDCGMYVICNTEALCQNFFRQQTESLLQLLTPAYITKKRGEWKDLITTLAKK
697 NFkB inh – inhibitors of the PMA/ionomycin-induced NF-kB reporter in 697 B cells; 697 B-cell NF-kB luciferase reporter, 16 h; 0.33% of 330,000 active; inhibition, % at 4 µM; in the data active means inhibition above about 35%
UBC13 polyUb – human UBC13 polyubiquitination inhibition | UBC13 polyubiquitin chain formation, TR-FRET | 0.47% of 330,000 active | inhibition, % at 20 µM | P61088; in the data active means inhibition above about 45%, passing the limit was not always enough; inconclusive means no clear call, values can overlap the other calls
Target sequence (P61088 whole entry, looked up): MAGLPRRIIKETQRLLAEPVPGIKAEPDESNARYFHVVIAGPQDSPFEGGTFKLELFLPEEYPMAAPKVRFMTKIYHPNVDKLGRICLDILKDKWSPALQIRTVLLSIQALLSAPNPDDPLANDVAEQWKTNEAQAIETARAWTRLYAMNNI
Jurkat NFkB inh – lowers PMA/ionomycin-induced NF-kB signal in Jurkat cells; 0.53% of 330,000 active; PMA/ionomycin-induced NF-kB luciferase reporter, luminescence; inhibition, % at 4 µM
* marks the source's active call; other numbers are inactive results; ? = inconclusive; . = no result given. Unless noted, no stated cut-off is given here; in the data, active means inhibition above about 50%; inactive means the rest.

canonical_smiles,Apaf1 inhib,SENP7 inh,Gli-Sufu block,HKDC1 inh,SENP8 inh,697 NFkB inh,UBC13 polyUb,Jurkat NFkB inh
COC(=O)c1cn(CCOc2ccccc2OC)c2ccccc12,6.4,2.5,-2.8,-4.2,2.0,7.6,21.4,-8.2
CC(C)CC(=O)Nc1nc2ccc(S(=O)(=O)N3CCOCC3)cc2s1,11.9,-12.0,4.3,5.1,-10.3,-1.1,1.2,26.6
Cc1ccc(C)c(-c2cc(C(=O)Nc3cccnc3)c3ccccc3n2)c1,19.7,-2.2,-4.5,-2.9,10.9,2.4,-5.3,-2.0
Cc1cc(NC(=O)C2CC(=O)N(c3ccc(F)cc3)C2)no1 (stereo not given),4.2,3.4,-21.4,2.1,-7.1,13.5,4.5,13.9
N#Cc1nc(-c2cccs2)oc1NCc1ccccc1Cl,9.7,-1.6,-3.8,1.6,0.2,-4.3,19.1,3.1
Cn1nc(C(=O)Nc2cccnc2)c2ccccc2c1=O,3.7,-4.3,-2.1,1.3,1.5,-29.6,-4.5,-1.4
Cc1ccc(CN2CCNC(=O)C2CC(=O)NCc2csc(C(C)C)n2)cc1 (stereo not given),14.1,-2.5,7.0,-3.0,-7.4,-9.9,-4.7,-5.2
CC(C)C(=O)Nc1c(-c2ccccc2F)c(=O)c2ccccc2n1C,8.1,0.4,5.0,-2.3,-8.2,4.5,2.6,1.4

canonical_smiles,Apaf1 inhib,SENP7 inh,Gli-Sufu block,HKDC1 inh,SENP8 inh,697 NFkB inh,UBC13 polyUb,Jurkat NFkB inh
CCC(=O)N1CCc2cc(S(=O)(=O)CCC(=O)Nc3c(C)n(C)n(-c4ccccc4)c3=O)ccc21,-4.7,1.3,-8.2,-5.8,5.3,1.9,4.0,-5.4
Cc1c(N(C)S(=O)(=O)c2cc(C(=O)N3CCCC3)ccc2Cl)c(=O)n(-c2ccccc2)n1C,21.0,6.2,11.7,-2.0,4.4,3.6,8.3,-6.4
O=C(CSc1nnc(-c2ccc(F)cc2)o1)Nc1ccc(S(=O)(=O)N2CCCCCC2)cc1,0.2,-6.3,-3.2,-7.3,-5.9,0.0,-12.1,-3.3
CC1CC(C)CN(C(=O)Nc2ccc(Br)cc2)C1 (stereo not given),2.9,-10.6,-11.3,4.8,-13.5,-12.9,-9.5,-8.8
CSc1nc(N)c(NC(=O)c2ccc(Br)o2)c(=O)[nH]1,11.6,7.0,-9.4,5.1,0.9,14.4,0.8,-2.5
COc1ccc(C(=O)N2CCN(c3ccccn3)CC2)cc1,6.8,-1.0,0.8,-1.8,3.0,-13.1,-7.0,-6.0
COc1ccc2[nH]c3c(c2c1)CCN1C(=O)C(CC(=O)NCCC2=CCCCC2)C[C@H](C(=O)N2CCOCC2)[C@@]31C (stereo not given in full),6.9,7.6,16.7,-3.1,.,15.4,.,.
COc1ccc(-c2csc3ncnc(Oc4ccc5c(C)cc(=O)oc5c4)c23)cc1,23.3,-0.7,-5.6,6.1,-10.1,-13.3,-1.0,-12.2

canonical_smiles,Apaf1 inhib,SENP7 inh,Gli-Sufu block,HKDC1 inh,SENP8 inh,697 NFkB inh,UBC13 polyUb,Jurkat NFkB inh
O=C(Nc1cc([N+](=O)[O-])ccc1O)NC1CCS(=O)(=O)C1 (stereo not given),11.7,-9.4,1.5,-1.3,-11.4,12.1,-54.2,3.2
O=C(COc1ccccc1)Nc1ccccc1N1CCCCC1,24.5,-6.3,-0.6,1.4,3.5,-52.1,-4.1,-14.2
COc1ccc(/C=C2\SC(=O)N(CC(=O)NC3CCS(=O)(=O)C3)C2=O)cc1 (stereo not given),0.1,-15.7,-23.8,-4.0,-16.5,-17.4,-6.3,2.3
COc1ccc2nc3cc(Cl)ccc3c(Nc3cc(C(C)C)c(O)cc3C)c2c1,33.5,-5.2,0.7,2.5,-5.3,-27.1,-5.9,-16.9
CCC(=O)Nc1sc2c(c1C(=O)OC)CCN(Cc1ccccc1)C2,19.9,5.2,3.8,-0.5,-5.7,-1.9,7.1,1.3
CC(=O)C1=C(O)C(=O)N(CCC(=O)O)C1c1ccccc1Cl (stereo not given),-19.4,0.0,-1.7,-6.5,1.6,13.6,3.4,15.7
Cc1ccc(N(C(=O)CNC(=O)c2ccco2)C(C(=O)NC2CCCC2)c2ccncc2)c(C)c1 (stereo not given),-8.3,-5.1,-7.0,-5.3,-3.0,21.2,4.3,15.0
Cc1ccc2nc(-c3ccc(NC(=O)CCS(=O)(=O)c4ccccc4)cc3)sc2c1,19.1,21.1,-80.8,-1.9,-1.0,-112.6,11.7,-106.2

canonical_smiles,Apaf1 inhib,SENP7 inh,Gli-Sufu block,HKDC1 inh,SENP8 inh,697 NFkB inh,UBC13 polyUb,Jurkat NFkB inh
CCOC(=O)C(NC(C)=O)(Nc1cccc(F)c1)C(F)(F)F (stereo not given),-0.4,4.4,-1.7,-9.1,-7.0,-7.5,-0.5,-5.4
COc1ccc(Cn2c(=S)[nH]c3ccccc32)cc1,16.8,-5.1,4.9,3.8,-13.1,-14.5,-5.8,-1.5
CCCc1[nH][nH]c(=O)c1C(c1ccccc1)C(C#N)C#N (stereo not given),0.5,2.5,10.0,2.5,4.3,-0.2,2.7,4.5
CCOC(=O)C1CCCN(C(=O)c2cc3cc(F)ccc3[nH]2)C1 (stereo not given),19.4,-13.6,-0.8,-5.3,-13.7,-27.0,-3.2,-24.9
CCOC(=O)N1CCN(C(=O)COc2ccc(S(=O)(=O)NCc3ccccc3)cc2)CC1,-8.2,-6.5,0.4,-1.8,1.3,-13.5,0.0,4.4
Cc1ccc(-c2nnn(CC(=O)N3CCCCC3)n2)o1,9.0,-7.6,-10.7,-3.5,-9.2,0.4,-7.1,-5.9
CN(CC1COc2ccccc2O1)C(=O)CSc1ncnc2sccc12 (stereo not given),5.4,9.2,7.3,-0.1,-9.0,0.7,6.2,-3.1
CCSc1nc2sccc2c(=O)n1-c1ccccc1,21.2,-7.8,14.8,-0.4,-0.6,-5.8,-15.7,-24.2

Random excerpt: three records from the list
canonical_smiles,Apaf1 inhib,SENP7 inh,Gli-Sufu block,HKDC1 inh,SENP8 inh,697 NFkB inh,UBC13 polyUb,Jurkat NFkB inh
CCOC(=O)C(NC(C)=O)(Nc1cccc(F)c1)C(F)(F)F (stereo not given),-0.4,4.4,-1.7,-9.1,-7.0,-7.5,-0.5,-5.4
CCOC(=O)C1CCCN(C(=O)c2cc3cc(F)ccc3[nH]2)C1 (stereo not given),19.4,-13.6,-0.8,-5.3,-13.7,-27.0,-3.2,-24.9
CCCc1[nH][nH]c(=O)c1C(c1ccccc1)C(C#N)C#N (stereo not given),0.5,2.5,10.0,2.5,4.3,-0.2,2.7,4.5

The listing picks up; the 2 compounds before the break are reprinted first.
canonical_smiles,Apaf1 inhib,SENP7 inh,Gli-Sufu block,HKDC1 inh,SENP8 inh,697 NFkB inh,UBC13 polyUb,Jurkat NFkB inh
CN(CC1COc2ccccc2O1)C(=O)CSc1ncnc2sccc12 (stereo not given),5.4,9.2,7.3,-0.1,-9.0,0.7,6.2,-3.1
CCSc1nc2sccc2c(=O)n1-c1ccccc1,21.2,-7.8,14.8,-0.4,-0.6,-5.8,-15.7,-24.2
COc1ccccc1C(=O)NCCC(=O)NCC(c1ccco1)N1CCCCC1 (stereo not given),14.2,9.4,8.0,-6.5,-13.5,-11.9,8.0,5.1
O=C(CSc1nc2ccccc2c(=O)n1Cc1ccccc1)NCc1ccco1,-12.2,1.5,6.8,-10.2,3.3,-1.4,6.3,6.7
CCCn1nc(NC(=O)c2cccs2)c2cc3ccc(C)cc3nc21,7.8,-7.9,-10.8,1.3,2.7,10.2,17.9,-7.5
Cc1ccc(COC(=O)c2cc(S(=O)(=O)N3CCOCC3)ccc2C)cc1,11.7,-1.6,5.9,0.8,6.0,2.7,19.3,0.7
CCn1c(=O)c(C(=O)Nc2ccsc2C(=O)OC)c(O)c2ccccc21,0.5,6.5,.,.,-4.5,-12.6,?,-6.9
COC(=O)c1ccccc1NC(=O)c1ccc2nccnc2c1,-9.5,2.4,5.3,3.6,11.3,12.0,9.4,3.0
CCN1CCN(C(=O)CN(c2ccccc2C)S(C)(=O)=O)CC1,6.2,-3.4,18.0,-0.3,-1.5,4.7,6.5,6.8
Cc1ccc(S(=O)(=O)N2CCC(C(=O)N[C@@H](C)C(=O)NC3CCS(=O)(=O)C3)CC2)cc1 (stereo not given in full),-4.6,0.5,.,.,-2.5,18.6,2.3,11.1

canonical_smiles,Apaf1 inhib,SENP7 inh,Gli-Sufu block,HKDC1 inh,SENP8 inh,697 NFkB inh,UBC13 polyUb,Jurkat NFkB inh
Cc1c(Cl)cccc1NC(=O)CS(=O)(=O)c1ccccc1,-0.9,7.4,-6.8,-3.1,3.9,15.2,3.9,-2.0
COCCNC(=S)NNC(=O)c1ccco1,-6.8,-1.8,5.8,-8.8,1.0,-14.0,-6.6,-4.4
CC(C)(C)C(Cn1ccnc1)NC(=O)c1ccc2nc(C3CC3)oc2c1 (stereo not given),-6.5,12.3,-4.2,7.2,-10.1,-31.0,-4.2,14.2
COc1ccccc1N(Cc1cc2cccc(C)c2[nH]c1=O)C(=O)C(C)C,3.1,4.0,-8.0,-3.0,12.3,-0.3,1.6,21.2
CC1CCCC(NC(=O)COC(=O)c2ccc(Cl)nc2)C1C (stereo not given),-9.1,6.0,4.8,-0.8,0.9,-0.3,6.3,6.5
CN(c1cccc(NC(=O)c2ccccc2N(C)S(=O)(=O)c2ccccc2)c1)S(C)(=O)=O,0.1,-1.3,3.3,2.2,-1.4,0.1,2.9,3.1
Cc1ccc(S(=O)(=O)N/N=C/c2c(C)nn(-c3ccccc3)c2C)cc1,6.0,-3.2,1.6,-3.6,6.8,-8.6,-11.7,0.5
Cc1ccc(C(=O)Nc2ccccc2N2CCCCC2)o1,10.4,0.8,1.3,-15.9,8.8,-3.8,4.0,1.7

canonical_smiles,Apaf1 inhib,SENP7 inh,Gli-Sufu block,HKDC1 inh,SENP8 inh,697 NFkB inh,UBC13 polyUb,Jurkat NFkB inh
O=C(Oc1ccc(Cl)c2ccccc12)N1CCCCC1,14.2,-8.3,-12.5,-3.0,-11.9,-48.0,1.3,-31.8
CCN(CC)S(=O)(=O)c1ccc(N2CC(C(=O)NCCc3ccc(Cl)cc3)CC2=O)cc1 (stereo not given),-3.7,5.7,-4.7,-0.7,4.6,13.2,3.2,-11.7
COc1ccc(C2CC(c3cccs3)=NN2C(=O)CCl)cc1OC (stereo not given),14.8,-2.2,8.1,11.9,1.2,-45.7,-0.4,2.8
COc1cc(/C=C(\C#N)C(=O)NC(C)C)cc(Cl)c1O,5.9,1.5,-7.8,-2.5,1.3,8.0,-11.7,-8.5
O=C(NCC1CCCO1)c1cc2c(s1)CCCC2 (stereo not given),-1.8,7.6,-51.8,1.2,0.8,-68.6,-6.2,-55.8
CCCCn1c(SCC(=O)NC2CCS(=O)(=O)C2)nnc1-c1ccc(OC)cc1 (stereo not given),-3.2,6.5,-0.5,-0.8,14.1,22.1,5.8,12.8
Cc1cc(SCC(=O)c2cccs2)nc2ccccc12,-2.9,-4.0,44.6,3.4,-21.6,-58.3,-0.9,-21.8

Bioassay records deposited in PubChem by Sanford-Burnham Center for Chemical Genomics.
